Autophagy HCS: alters autophagy in cells; MEF GFP-LC3 puncta imaging; test concentration mostly 10 µM; actives 0.98% (n = 190,000); calls only at 10 µM (by protocol);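 active = percentage of spot-positive cells more than 3 SD above its plate mean, without a fluorescence outlier flag or 80% toxicity; inconclusive = no clear call, values can overlap the other calls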;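 also: spot-positive cell cutoff set from DMSO-treated cells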
Insulin prom up: MIN6 insulin promoter up-regulation; actives 0.3% (n = 190,000); z-score at 5 µM; MIN6 insulin promoter-GFP reporter, high-content imaging; stronger effect = higher value;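 active = z-score above 3 at 5 µM with at least 500 cells counted in the well; inconclusive = wells under 500 cells, flagged as cytotoxic or low count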
human PMI inhibition: inhibitors of human PMI, primary screen, biochemical, fluorescence intensity, coupled assay (AID 1209); purified PMI enzyme, coupled fluorescence intensity; higher % means a stronger effect; one-dose inhibition, % at 20 µM; IC50 in µM for titrated hits; actives 0.42% (n = 190,000);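 also: plate controls were DMSO vehicle for no effect and wells lacking substrate for full effect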
PMI inhibition: MPI inhibition at elevated mannose 6-phosphate – biochemical, fluorescence intensity, high mannose 6-phosphate, primary screen (AID 1220) | recombinant PMI enzyme, coupled fluorescence intensity; higher % means a stronger effect | one-dose inhibition, % at 20 µM; IC50 in µM for titrated hits | actives 0.66% (n = 190,000)
Yfh1-depleted yeast: mitochondrial function rescue without frataxin homolog – Friedreich's ataxia, plus single-dose screen, dose response (AID 1465). S. cerevisiae Yfh1-off respiration, WST-1 reduction, 72 h; higher fold induction means a stronger effect. one-dose fold induction at 50 µM; EC50 in µM for titrated hits. actives 0.074% (n = 220,000);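 active = fold induction of absorbance versus untreated yeast above a set limit, then at least 30% activation at any dose in follow-up; inconclusive = repeats straddling the limit, or above it without dose testing; inactive = fold induction below the set limit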;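 also: activators that raise dye reduction in frataxin-depleted yeast; strong numbers were not always called active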
Dynein transport: dynein cargo transport inhibition; 3617.4 mouse cells, GR-EGFP nuclear translocation imaging; test concentration mostly 20 µM; stimulated with dexamethasone, 1 µM; stronger effect = lower value; z-score, hits read low; actives 0.47% (n = 220,000);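 active = plate z-score of nuclear minus cytoplasmic receptor signal below a set negative limit, without overly bright fluorescence or cell loss, cut at about -3.5 in these data, passing the limit was not always enough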;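 also: z-score of nuclear minus cytoplasmic ring GR-EGFP intensity difference per well; some compounds called inactive have numbers as strong as hits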
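medium = tetracycline-free induction medium containing charcoal-stripped FBS | also added = 1.0 µM final dexamethasone stimulus | schedule = 48 h induction, 1 h compound, 30 min dex at 37 °C | technique = fixed, Hoechst-stained cells imaged at 10x for EGFP | measure = GR-EGFP nuclear translocation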
bCat nuc transl: alters nuclear translocation of beta-catenin in HeLa cells; immunofluorescence imaging; nuclear translocation activity, % at 5 µM; actives 0.3% (n = 190,000);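 active = nuclear translocation activity above 50% at 5 µM, with a well cell count of 50 or more; inconclusive = wells under 50 cells across six images, flagged as toxic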;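 also: per-cell ratio of nuclear to cytoplasmic median beta-catenin stain intensity; plate controls were DMSO negative control for no effect and GSK-3 inhibitor IX positive control for full effect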
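test system = HeLa cells, endogenous beta-catenin | dosing = single 5 µM dose plus 0.02–20 µM confirmation series | times = compound treatment 24 h, 37°C, 5% CO2 | technique = beta-catenin immunofluorescence imaging with DAPI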
MT stabilize HCS: microtubule stabilization, imaging screen; % tubulin-high responders, % at 10 µM; HeLa tubulin immunostaining HCS, 24 h; share of cells brighter than vehicle mean+2SD; actives 0.83% (n = 200,000); AID 2205;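 active = plate Z-score above 3 for both tubulin-high and condensed-nucleus cell shares, with cell loss under 80%, at 10 µM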;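 also: anti alpha tubulin signal scored within the nucleus-defined area of each cell; some results filed as inactive read as strong as hits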
WT yeast gro inh: growth inhibition of WT yeast, mitochondrial fusion screen | mitochondrial fusion phenotypic screen, WT strain | inhibition, % at 10 µM | actives 2.1% (n = 190,000) | AID 1362; in the data active = inhibition above about 58%; tested in S. cerevisiae
WT yeast gro inh mutant strain: second read-out of WT yeast gro inh, no call of its own (marks repeat the call); inhibition, %; mitochondrial fusion phenotypic screen, mutant strain inhibition
Dynein transport cytoplasmic EGFP: further read-out of Dynein transport, marked with its call; z-score; measured here: cytoplasmic GR-EGFP intensity; stronger effect = higher value
Dynein transport nuclear GR-EGFP: recorded beside Dynein transport, whose call it bears; z-score; measured here: nuclear GR-EGFP intensity;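 lower value marks the stronger effect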
Dynein transport cell count: second read-out of Dynein transport, no call of its own (marks repeat the call); z-score; measured here: cell count per field
Insulin prom up cell count: second read-out of Insulin prom up, no call of its own (marks repeat the call); cell count; measured here: cytotoxicity, nuclei count;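 total cells summed across four imaged fields per well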
bCat nuc transl cell count 5 µM: second read-out of bCat nuc transl, no call of its own (marks repeat the call); cell count; measured here: cell count, cytotoxicity flag
MT stabilize HCS Hoechst-high %: recorded beside MT stabilize HCS, whose call it bears; % Hoechst-high responders; measured here: nuclear condensation Hoechst responders;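 share of cells brighter than vehicle mean plus two SD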
MT stabilize HCS cytotoxicity %: recorded beside MT stabilize HCS, whose call it bears; toxicity, %; measured here: cytotoxicity by cell density;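 0% = mean cell density of plate MIN control wells and 100% = no cells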
Autophagy HCS cell loss 18 h: recorded beside Autophagy HCS, whose call it bears; toxicity, %; measured here: cell loss, nuclei count;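 cell loss after 18 h compound exposure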
The depositor's hits bear a star; i = inactive; ? = inconclusive; · = no result given; & = joins results of further samples. Rule as the data show it, unless noted: active = inhibition above about 50%; inactive = the rest.

SMILES	Autophagy HCS	Autophagy HCS cell loss 18 h	Insulin prom up	Insulin prom up cell count	human PMI inhibition	PMI inhibition	Yfh1-depleted yeast	Dynein transport	Dynein transport cytoplasmic EGFP	Dynein transport nuclear GR-EGFP	Dynein transport cell count	bCat nuc transl	bCat nuc transl cell count 5 µM	MT stabilize HCS	MT stabilize HCS Hoechst-high %	MT stabilize HCS cytotoxicity %	WT yeast gro inh	WT yeast gro inh mutant strain
Cc1csc(NC(=O)CSc2nc(C(C)C)nc3c2c(=O)n(C)c(=O)n3C)n1	i	10.5	0.37	708	3.5%	1.2%	i	-0.0564	-0.129	0.195	-0.352	-3.2	1387	2.1	3.6	9.5	18.9	33.3
O=C(CCl)Nc1cccc(S(=O)(=O)N2CCCCCC2)c1	i	3.5	-2.57	592	1.2%	-2.4%	i	-1.76	-0.158	-0.665	0.791	31.2	505	12.9*	16.0*	28.3*	-2.2	0.7
Nc1cc(C(=O)O)ccc1Nc1ccc(F)c(F)c1	i	0.1	-0.04	1250	10.4%	11.8%	i	-0.925	-0.248	-0.45	-0.216	·	·	2.8	2.5	11.3	12.4	16.7
CCc1c(C)nc2[nH]nc(-c3ccccc3)n2c1=O	i	-3.1	0.36	1339	-11.8%	-4.3%	i	-0.306	-0.198	0.00782	0.575	-0.8	1156	1.6	1.1	9.1	32.1	-10.2
Cc1c(NC(=O)COc2ncnc3ccccc23)c(=O)n(-c2ccccc2)n1C	i	-12.6	-1.22	1539	-14.8%	4.5%	i	-0.128	-0.211	-0.0392	0.568	-9.5	991	2.3	1.5	3.7	1.3	9.3
O=C(CN1C(=O)C2CC=CCC2C1=O)Nc1nnc(SCc2ccc(Cl)cc2)s1 (stereo unspecified)	i	5.9	0.75	1287	15.4%	11.6%	i	-0.39	-0.101	-0.317	0.307	1.4	794	1.9	0.9	5.6	-13.1	0.1
COCCn1nnnc1CN(CCc1ccccc1)Cc1cc2ccc(C)cc2[nH]c1=O	i	13.0	0.04	1134	3.8%	4.2%	i	-0.504	-0.147	-0.289	0.894	-1.8	1170	3.3	3.5	13.1	-15.0	-6.6
CCOC(=O)C(=O)Nc1cc([N+](=O)[O-])ccc1C	i	3.1	-0.63	1303	5.8%	0.2%	i	-0.0249	-0.238	0.0445	0.494	0.3	1042	2.1	2.2	1.2	-15.2	-9.2
C#CCOCCOCCOCCNc1nc(N2CCOCC2)nc(N2CCN(C(=O)[C@H]([C@@H](C)CC)n3cc(CCCN=C(N)N)nn3)CC2)n1	i	2.2	1.04	1229	-20.0%	-9.9%	i	1.27	-0.268	0.88	-0.00539	·	·	4.1	1.8	4.5	-8.8	-17.5
COc1ccc(N(C(=O)CNC(=O)c2cccs2)C(C(=O)NCC2CCCO2)c2ccc(OC)c(OC)c2)cc1 (stereo unspecified)	i	-24.7	-0.15	1438	-4.2%	-0.5%	i	2.59	-0.203	1.37	-0.656	-0.1	1606	1.3	1.5	5.1	-8.5	-6.6
O=C(Cn1cc2c(n1)CCCC2)NCc1cccc(Cl)c1	i	20.3	0.12	1841	10.8%	7.7%	i	0.372	-0.132	0.372	0.127	-1.9	1078	1.6	2.1	7.9	-6.8	-5.3
Cc1ccc(CNC(=O)CS(=O)(=O)c2ccccc2)cc1	i	3.3	0.15	1625	-10.8%	-4.5%	i	2.75	-0.0937	1.62	-1.26	-0.1	914	5.4	1.9	5.8	7.1	-8.8
Cc1nc(NC(=O)c2cccc(-c3cc4ccccc4oc3=O)c2)ccc1Br	i	-13.4	0.22	1505	2.5%	-12.4%	i	-0.23	-0.241	-0.111	0.241	0.7	1109	5.8	1.5	7.8	10.3	21.6
c1coc(C2Nc3cccc4cccc(c34)N2)c1	i	17.1	-0.51	837	14.6%	-25.5%	?	-1.4	-0.325	-0.55	0.771	0.7	1200	3.2	2.6	9.2	11.4	-0.6
CCOC(=O)N1CCN(C(=O)C2CCCN(S(=O)(=O)c3cccnc3)C2)CC1 (stereo unspecified)	i	7.8	-0.76	945	-9.2%	0.7%	i	0.573	-0.0834	0.591	-0.595	·	·	5.7	2.9	5.3	-2.8	0.2
Cc1nn(-c2ccccc2)c2nc(-c3cccs3)cc(C(=O)NN)c12	i	-1.2	0.55	1164	-8.8%	1.6%	i	-0.726	-0.263	-0.45	1.1	-3.1	1089	3.3	2.4	10.4	-0.8	-21.0
Cc1ccc(N(C(C)C(=O)N2CCCCC2)S(C)(=O)=O)cc1C (stereo unspecified)	i	-5.8	-0.43	1379	12.0%	7.6%	i	0.038	-0.176	-0.191	0.417	0.1	1111	1.2	0.9	3.8	7.4	10.5
COc1ccc(N(C)C(=O)Nc2ccc3nsnc3c2)cc1	i	2.3	0.01	1438	58.7%*	·	i	0.555	-0.299	-0.027	-0.692	0.8	1477	2.6	1.7	3.8	-2.9	5.9
Cc1ccc(CNC(=O)CSc2nc(N3CCCCC3)nc(N3CCCCC3)n2)cc1	i	0.8	0.06	1968	16.2%	10.6%	i	-0.593	0.203	0.302	-0.441	-0.5	1084	2.8	1.7	10.0	33.0	11.0
COc1cc2c(cc1OC)C(c1cc3cc(OC)c(OC)cc3[nH]c1=O)N(C(=O)C1CC1)CC2 (stereo unspecified)	i	-2.8	0.65	933	-6.8%	2.0%	i	-0.406	-0.223	-0.103	0.857	1.0	1150	1.6	1.7	2.4	11.9	16.4

A run of entries of the results above:
SMILES	Autophagy HCS	Autophagy HCS cell loss 18 h	Insulin prom up	Insulin prom up cell count	human PMI inhibition	PMI inhibition	Yfh1-depleted yeast	Dynein transport	Dynein transport cytoplasmic EGFP	Dynein transport nuclear GR-EGFP	Dynein transport cell count	bCat nuc transl	bCat nuc transl cell count 5 µM	MT stabilize HCS	MT stabilize HCS Hoechst-high %	MT stabilize HCS cytotoxicity %	WT yeast gro inh	WT yeast gro inh mutant strain
Cc1nn(-c2ccccc2)c2nc(-c3cccs3)cc(C(=O)NN)c12	i	-1.2	0.55	1164	-8.8%	1.6%	i	-0.726	-0.263	-0.45	1.1	-3.1	1089	3.3	2.4	10.4	-0.8	-21.0
Cc1ccc(N(C(C)C(=O)N2CCCCC2)S(C)(=O)=O)cc1C (stereo unspecified)	i	-5.8	-0.43	1379	12.0%	7.6%	i	0.038	-0.176	-0.191	0.417	0.1	1111	1.2	0.9	3.8	7.4	10.5
COc1ccc(N(C)C(=O)Nc2ccc3nsnc3c2)cc1	i	2.3	0.01	1438	58.7%*	·	i	0.555	-0.299	-0.027	-0.692	0.8	1477	2.6	1.7	3.8	-2.9	5.9
Cc1ccc(CNC(=O)CSc2nc(N3CCCCC3)nc(N3CCCCC3)n2)cc1	i	0.8	0.06	1968	16.2%	10.6%	i	-0.593	0.203	0.302	-0.441	-0.5	1084	2.8	1.7	10.0	33.0	11.0
COc1cc2c(cc1OC)C(c1cc3cc(OC)c(OC)cc3[nH]c1=O)N(C(=O)C1CC1)CC2 (stereo unspecified)	i	-2.8	0.65	933	-6.8%	2.0%	i	-0.406	-0.223	-0.103	0.857	1.0	1150	1.6	1.7	2.4	11.9	16.4

(listing goes on)
SMILES	Autophagy HCS	Autophagy HCS cell loss 18 h	Insulin prom up	Insulin prom up cell count	human PMI inhibition	PMI inhibition	Yfh1-depleted yeast	Dynein transport	Dynein transport cytoplasmic EGFP	Dynein transport nuclear GR-EGFP	Dynein transport cell count	bCat nuc transl	bCat nuc transl cell count 5 µM	MT stabilize HCS	MT stabilize HCS Hoechst-high %	MT stabilize HCS cytotoxicity %	WT yeast gro inh	WT yeast gro inh mutant strain
CC1CCC/C(=C(\C#N)c2nc(-c3cc4ccccc4oc3=O)cs2)C1 (stereo unspecified)	i	0.9	·	·	7.9%	5.4%	i	-0.347	-0.19	-0.21	0.173	-0.6	946	3.6	2.0	6.8	0.2	0.1
O=C(Cn1c(CO)nc2ccccc21)NCCc1ccccc1	i	-0.7	·	·	-9.7%	-1.4%	i	-0.931	-0.337	-0.325	0.588	-3.8	1122	3.2	2.1	4.3	-10.2	28.0
CCOC(=O)c1cc(CC)sc1NC(=O)C1CC1	i	-17.6	-0.48	1299	15.6%	11.7%	i	1.33	-0.248	0.63	-1.45	-4.3	1153	4.3	3.3	4.3	3.2	2.9
O=C1CC(N2CCN(c3cccc(C(F)(F)F)c3)CC2)C(=O)N1c1ccccc1 (stereo unspecified)	i	0.3	0.08	1306	5.7%	-2.3%	i	-0.621	0.0158	-0.832	0.109	-1.5	1127	2.5	1.4	8.8	3.3	15.8
CC1=NN(c2ccc(C(F)(F)F)cn2)C(=O)C1	i	-9.1	-0.02	1246	-49.5%	-79.5%	i	-0.734	-0.311	-0.671	0.784	1.8	511	6.7	1.4	0.3	-0.8	-2.6
O=S(=O)(NCCc1cn2ccccc2n1)c1cccs1	i	5.2	0.78	1751	18.1%	8.9%	i	-0.97	-0.188	-0.552	0.513	-1.1	1035	4.5	3.1	4.8	-18.7	-2.5
CCCn1c(=O)c2ccccc2n2c(SCC(=O)Nc3cc(C)on3)nnc12	·	·	0.7	863	1.7%	0.0%	i	·	·	·	·	-4.5	1187	·	·	·	·	·
Cc1ccc(C(=O)Nc2nc(=O)[nH]s2)cc1	i	-20.7&6.2	-0.3&0.19	1077&1284	-35.5%&-19.1%	-18.8%&-3.6%	i	0.00846&-0.181	-0.251&-0.245	-0.35&-0.0895	1.18&0.317	-1.4&-0.4	1057&1094	3.7&4.5	1.0&2.0	4.0&7.4	-10.8&0.5	-8.1&8.8
Cc1ccc(OCC(O)CN2CCN(c3ccccn3)CC2)c(C)c1 (stereo unspecified)	i	1.4	·	·	3.8%	-1.9%	i	0.00749	-0.34	-0.0823	1.1	-0.7	1048	1.9	1.4	12.2	-1.1	-4.3

Screening results deposited in PubChem BioAssay by several laboratories.
